V1aR counter: agonists of human V1a receptor, primary screen, counter-screen for OXTR agonist project, fluorescence, CHO-V1R cells; activation, % at 3 µM; Fluo-8 calcium fluorescence, agonist mode; 0% DMSO, 100% 3 nM vasopressin; actives 0.25% (n = 320,000); Vasopressin V1a receptor (Homo sapiens), P37288;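 active = activation above the mean activation of all tested compounds plus 3 SD, per screening run, cut at about 20% in these data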;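 also: signal is peak over basal fluorescence ratio across a 100 second FLIPR read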
PHOSPHO1 block: PubChem AID 1565 | recombinant PHOSPHO1, absorbance phosphatase assay | inhibition, % at 13.3 µM | actives 1.1% (n = 290,000) | Phosphoethanolamine/phosphocholine phosphatase (Homo sapiens), Q8TCT1; in the data active = inhibition above about 60%
Target sequence (Q8TCT1 whole entry, looked up): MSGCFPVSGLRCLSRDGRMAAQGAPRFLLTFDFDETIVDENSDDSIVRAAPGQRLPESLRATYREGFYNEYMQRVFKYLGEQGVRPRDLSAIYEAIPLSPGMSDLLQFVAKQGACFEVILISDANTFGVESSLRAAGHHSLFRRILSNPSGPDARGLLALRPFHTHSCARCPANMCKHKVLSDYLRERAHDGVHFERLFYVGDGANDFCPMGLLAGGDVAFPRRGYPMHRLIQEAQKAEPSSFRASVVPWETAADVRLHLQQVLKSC
GPR7 antag: GPR7 receptor antagonists, primary screen, cell-based, fluorescence, single concentration | AID 1861, 2009 | Neuropeptides B/W receptor type 1 (Homo sapiens), P48145 | inhibition, % at 4.4 µM | actives 1.1% (n = 290,000) | GPR7-expressing cells, fluorescence antagonist assay; in the data active = inhibition above about 16%, passing the limit was not always enough;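 also: cells stimulated with the agonist NPW; 0% = agonist with vehicle and 100% = vehicle without agonist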
Target sequence (P48145 whole entry, looked up): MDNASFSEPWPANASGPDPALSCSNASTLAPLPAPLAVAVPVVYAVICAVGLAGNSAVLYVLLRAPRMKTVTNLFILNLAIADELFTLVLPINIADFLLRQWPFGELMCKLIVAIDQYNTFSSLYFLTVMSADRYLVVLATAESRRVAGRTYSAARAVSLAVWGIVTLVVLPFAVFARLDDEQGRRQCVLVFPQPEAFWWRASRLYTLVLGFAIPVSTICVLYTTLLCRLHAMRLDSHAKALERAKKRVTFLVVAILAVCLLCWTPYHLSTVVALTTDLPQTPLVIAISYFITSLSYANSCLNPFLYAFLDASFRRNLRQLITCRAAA
IMP-1 inhibitor: IMP-1 metallo-beta-lactamase inhibitors, primary screen, biochemical, epi-absorbance readout, Pseudomonas aeruginosa enzyme; purified IMP-1, nitrocefin hydrolysis, epi-absorbance fluorescence; metallo-beta-lactamase IMP-1 (Pseudomonas aeruginosa); AID 1556, 2009; inhibition, % at 5.6 µM; actives 0.45% (n = 290,000);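 active = inhibition above the mean plus 3 SD of all compounds in the same screening run, cut at about 4.5% in these data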;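 also: 0% = IMP-1 with DMSO and 100% = DMSO wells lacking enzyme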
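Material – recombinant IMP-1 enzyme, purified · Amount – IMP-1 0.2 nM before substrate addition · Medium – HEPES buffer pH 7.1 with ZnSO4 and Brij 35 · Timing – 25 °C, 15 min preincubation, 25 min reaction · Measured by – plate fluorescence quenching by hydrolysis product, ex 480/em 530 nm · Read-out – percent enzyme inhibition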
OXTR agonist: human OXTR agonists, primary screen, fluorescence, CHO-OTR cells, Fluo-8 calcium. AID 2435, 2010. Oxytocin receptor (Homo sapiens), P30559. Fluo-8 calcium fluorescence; normalized: DMSO 0%, oxytocin 100%. activation, % at 3 µM. actives 0.32% (n = 320,000);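 active = activation above the mean of all tested compounds plus 3 SD, cutoff set per screening run, cut at about 20% in these data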;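 also: peak over basal fluorescence ratio from a 100 s FLIPR kinetic read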
Target sequence (P30559 whole entry, looked up): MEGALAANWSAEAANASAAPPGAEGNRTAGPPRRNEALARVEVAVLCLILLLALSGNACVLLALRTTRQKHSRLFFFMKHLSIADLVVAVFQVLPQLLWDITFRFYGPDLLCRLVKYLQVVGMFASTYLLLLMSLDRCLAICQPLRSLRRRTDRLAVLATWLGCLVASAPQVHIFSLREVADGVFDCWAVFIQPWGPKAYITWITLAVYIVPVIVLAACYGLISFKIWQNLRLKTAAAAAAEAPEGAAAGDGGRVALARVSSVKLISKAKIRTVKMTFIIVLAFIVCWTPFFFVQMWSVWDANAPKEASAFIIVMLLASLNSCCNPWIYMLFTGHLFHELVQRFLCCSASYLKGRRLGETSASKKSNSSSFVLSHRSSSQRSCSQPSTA
DNA FID counter: compounds displacing fluorescent DNA intercalator, primary screen, artefact control for HCV NS3 helicase inhibitor project, biochemical, FID fluorescence; actives 0.17% (n = 290,000); inhibition, % at 7.9 µM; AID 1845, 2009; DNA fluorescent intercalator displacement; in the data active = inhibition above about 37%;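 also: 0% = vehicle and 100% = reference compound; higher means more ethidium bromide displaced from hairpin DNA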
VIM-2 inhibitor: VIM-2 metallo-beta-lactamase inhibitors, primary screen, biochemical, epi-absorbance readout, Pseudomonas aeruginosa enzyme | purified VIM-2, nitrocefin hydrolysis, epi-absorbance fluorescence | inhibition, % at 5.6 µM | actives 0.89% (n = 290,000) | AID 1527, 2009;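 active = inhibition above the mean of all tested compounds plus 3 SD, cutoff set per screening run, cut at about 7.5% in these data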;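 also: red hydrolysis product quenches plate fluorescence so inhibitors raise well fluorescence; 0% = enzyme with DMSO and 100% = DMSO without enzyme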
NS3 helicase inh: inhibitors of HCV NS3 helicase, primary screen, biochemical, Cy5 molecular beacon fluorescence; Hepatitis C virus NS3 helicase; NS3 helicase DNA unwinding; inhibition, % at 10.9 µM; actives 0.56% (n = 290,000);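 active = inhibition above the mean of all tested compounds plus 3 SD, set per campaign, cut at about 35% in these data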;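 also: 0% = DMSO wells and 100% = thioflavine S control wells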
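Measured by: Cy5 fluorescence, 0 and 60 min reads / Assay system: NS3 helicase fragment of HCV / Control set: low DMSO, high thioflavine S at 110 µM / Times: 1 h reaction at 25 °C, ATP-initiated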
GalR3 antag: GalR3 antagonists in HEK293 cells, primary screen, cell-based, fluorescence readout; inhibition, % at 3 µM; AID 651719, 2012; Galanin receptor type 3 (Homo sapiens), O60755; actives 0.44% (n = 360,000); HEK293 GalR3-CNG cAMP membrane potential fluorescence; galR3 body fused to GalR1 C-terminus;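 active = inhibition above the screen-wide average plus 3 SD, cut at about 13% in these data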;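 also: forskolin and galanin both at EC90 stimulate the cells; cAMP rise reported by CNG channel membrane potential dye signal; 0% = forskolin plus galanin with DMSO and 100% = forskolin alone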
Active calls of the source: *; nt = no result given.

SMILES	V1aR counter	PHOSPHO1 block	GPR7 antag	IMP-1 inhibitor	OXTR agonist	DNA FID counter	VIM-2 inhibitor	NS3 helicase inh	GalR3 antag
Cc1ccc(CCNS(=O)(=O)c2cc(Br)cnc2N)cc1	-0.8	52.6	-8.6	-2.7	-1.4	-12.9	-5.4	-4.9	-0.1
CCOc1ccccc1NC(=O)CSc1nnnn1-c1ccccc1	0.2	12.8	-9.8	-1.7	-1.1	-24.8	-2.1	1.7	2.4
COCCNc1nnc(Cc2ccc(OC)c(OC)c2)c(=O)[nH]1	0.4	23.9	4.5	1.9	0.7	-2.6	-1.7	15.8	-9.0
COc1cccc(C(=O)OCCCOC(=O)c2cccc(OC)c2OC)c1OC	5.4	30.1	-19.7	-1.3	1.4	-37.4	-1.1	-3.9	5.1
Cc1ccc(S(=O)(=O)C(C)C(=O)NCCS(=O)(=O)c2ccc(Cl)cc2)cc1 (stereo unspecified)	-0.2	37.9	-3.9	-0.2	-1.1	-16.5	-1.2	-4.6	-1.9
CCc1ccc(CCC(=O)Nc2nccs2)o1	-0.6	-36.8	-8.3	-3.9	-0.9	-4.1	0.5	0.7	-4.8
N#CC1=C(N)C2=CCCC[C@H]2[C@H](c2ccccc2)C1(C#N)C#N	2.5	2.5	-13.3	0.5	2.3	-17.8	-1.8	14.1	-1.1
COCCCNC(=O)Cn1cc(C(C)=O)c2ccccc21	3.4	6.3	7.5	-1.6	1.4	0.0	-1.0	-3.6	-2.4
Cc1csc(CNC(=O)c2ccc(OC3CCN(CCc4ccccc4)CC3)cc2)n1	3.6	26.1	-6.9	-1.8	2.4	1.2	-2.5	-4.8	-13.1
COc1ccc(CNC(=O)Cn2ccc3cc(S(=O)(=O)N4CCCC4)ccc32)cc1OC	0.0	22.2	-11.5	-4.0	0.2	-24.2	-2.8	2.9	-0.7
COc1ccc(CC(=O)Nc2c3c(nn2C(C)(C)C)CS(=O)(=O)C3)cc1	-0.3	-0.6	-8.0	-2.7	-0.9	-5.5	0.1	-3.4	1.3
Cn1c(CC(=O)Nc2ccc(Cl)cc2)nnc1SCC(=O)N1CCOCC1	-0.8	26.5	-21.5	-1.6	0.2	-8.4	-5.7	5.3	-0.8
Cc1ccc(S(=O)(=O)CCC(=O)OCC(=O)N2CCc3ccccc32)cc1	-0.6	36.4	-10.6	-1.9	-0.7	-32.6	-1.2	-2.7	0.6
O=C(Nc1ccc2c(c1)C(=O)OC2)c1ccccc1Cl	0.8	18.7	-11.2	-0.3	0.3	-8.1	-2.5	25.2	-9.2
Cc1nc(N2CCOCC2)sc1C=O	0.9	38.7	-5.7	-2.4	-0.2	1.9	-2.6	-2.2	0.6
COC(=O)c1cnn(-c2ccccc2)c1/C=N/NC(=S)Nc1ccc(Cl)cc1	0.7	32.1	-7.7	-3.3	-0.3	-4.0	-4.0	11.4	-1.9
COc1ccc(/C=N/OCC(=O)N(Cc2ccccc2)c2ccccc2C(=O)O)cc1	-0.1	4.1	1.2	-0.9	0.2	-26.8	1.1	20.1	-4.6
O=C(NN=C1CCN(Cc2ccccc2)CC1)c1ccccc1	0.1	-6.0	-9.3	-1.5	-0.8	-3.6	-3.2	8.1	-4.8
CCN(CC)CCN(C)Cc1ccc(Br)cc1	-0.1	21.4	-4.6	-3.0	2.2	11.8	-4.4	1.4	-2.1
CS(=O)(=O)c1ccccc1-c1nnc(-c2ccc(Cl)cc2)o1	0.8	28.5	-11.3	-0.4	-0.8	-11.6	-1.7	-4.5	-7.8
Cc1nn(CCC#N)c(N)c1C1(O)C(=O)Nc2c(Cl)cc(Cl)cc21 (stereo unspecified)	0.3	29.0	1.0	-3.8	0.3	-3.3	-2.4	6.4	-4.0
COc1ccc2cc(C(=O)N(C)Cc3ccccc3)[nH]c2c1	3.3	42.2	-4.0	-0.1	0.8	-17.5	-0.9	-5.9	-3.4
COCCN(C(=O)C(=O)NC1CCCC1)C(C(=O)NC1CCCC1)c1ccccc1F (stereo unspecified)	-0.2	34.5	0.4	-2.9	-2.0	-19.1	-2.9	1.5	-8.4
CCOC(=O)c1cc(NC(=O)c2ccco2)ccc1N1CCOCC1	-0.1	40.4	9.5	-0.1	-0.4	-11.4	0.8	-0.5	1.0
O=C1C2C3C=CC(C4CC34)C2C(=O)N1c1cc(Cl)ccn1 (stereo unspecified)	-0.2	46.6	-24.6	-0.6	-0.6	-3.4	-2.5	-12.8	-1.1
SMILES	V1aR counter	PHOSPHO1 block	GPR7 antag	IMP-1 inhibitor	OXTR agonist	DNA FID counter	VIM-2 inhibitor	NS3 helicase inh	GalR3 antag
N#Cc1c(N2CCSCC2)nsc1-c1ccccc1Cl	nt	-37.6	-8.2	-0.8	nt	-10.8	-1.9	-4.5	-7.2
CCc1nnc(NC(=O)c2ccc(COc3ccccc3Cl)o2)s1	-0.1	31.1	-12.8	-1.3	7.2	-7.0	-2.0	7.9	0.9
COCc1cc(C)nc(N2CCN(Cc3ccccc3)CC2)c1C#N	-0.1	78.3*	-0.7	-2.2	-1.6	-4.2	-2.1	-5.8	5.3
O=C1CCCN1CCC1CCN(C2CC(=O)N(c3ccc(F)cc3)C2=O)CC1 (stereo unspecified)	0.9	-12.2	-1.6	1.0	1.0	-3.5	-3.2	-5.1	-3.7
COc1ccc(/C=C2\SC(=O)N(CCC(=O)NCCCn3ccnc3)C2=O)cc1	1.8	47.5	-1.0	-1.2	0.0	3.2	-0.3	-3.1	1.0
CCC(C)NC(=O)CCc1c(C)nc2nc(-c3cc(OC)cc(OC)c3)nn2c1C (stereo unspecified)	-0.4	9.9	25.2	1.4	-2.3	-6.2	2.2	6.4	-2.3
Cc1ccc2nc(C)c(C(=O)N/N=C/c3ccc(C(=O)O)cc3)cc2c1	1.0	32.2	-12.9	-2.9	0.0	4.0	-3.7	3.6	-2.9
COc1cc(OC)c(C2=NOC(C(=O)NCCc3ccccc3)C2)cc1Cl (stereo unspecified)	1.0	7.1	1.3	3.5	2.0	-19.6	-3.4	-3.8	-4.8
COc1cccc(NC(=S)N2CCCC2)c1	0.2	-4.0	-3.9	-0.9	-1.3	2.8	-0.7	-2.0	2.8
CCn1nc(NC(=O)c2ccco2)c2cc3cc(C)ccc3nc21	-0.9	28.5	-9.3	-1.3	-2.2	-22.7	0.1	-5.4	-3.5
COc1ccc(S(=O)(=O)NCc2ccccn2)cc1OC	0.4	6.9	-0.6	-2.7	0.9	4.3	-1.7	-1.9	-7.9
Cc1cnc([N+](=O)[O-])n1CCOC(=O)NC(=O)c1ccc(C(F)(F)F)cc1	1.6	8.4	7.6	-2.9	3.0	4.3	-0.3	2.0	-0.9
O=C(NS(=O)(=O)Oc1ccc(F)cc1F)OC[C@@H]1CCCN2CCCCC12 (stereo partly specified)	0.1	23.2	-12.6	-1.5	0.7	-2.1	1.4	-13.2	-8.9
O=C1CCC(/C=C/c2ccccc2)=NN1Cc1ccc(Cl)c(Cl)c1	2.6	-1.3	-8.7	1.6	2.5	-5.1	-1.4	-2.0	-1.1
O=C(Nc1ccn(Cc2c(F)c(F)cc(F)c2F)n1)c1cccc(Cn2cc([N+](=O)[O-])cn2)c1	4.6	28.0	3.1	-2.0	3.9	-4.0	-2.0	-0.5	-1.7
CCn1cc(C(=O)OCC(=O)c2cc(C)n(-c3ccc(OC(F)F)cc3)c2C)c(=O)c2ccc(C)nc21	0.0	-7.8	-10.8	-1.0	-1.6	-3.6	0.3	-1.9	-1.0
O=C(COC(=O)C1COc2ccccc2O1)NC(=O)Nc1ccc2c(c1)OCCO2 (stereo unspecified)	1.7	-25.9	-0.8	-3.4	2.1	2.3	0.3	1.3	-2.5
C=CCN(C(=O)CNC(=O)c1ccco1)C(C(=O)NC1CCCCC1)c1ccccc1F (stereo unspecified)	-1.1	38.2	-12.9	-4.1	-2.0	-30.4	-3.0	0.6	-5.5
CCOc1cc(C2Nc3ccccc3C(=O)N2c2ccccc2)c(Br)cc1OCC(=O)O (stereo unspecified)	-0.2	-5.8	-6.6	-2.1	0.1	-40.6	-4.0	-0.1	-6.9
O=C(NC1CCCC1)C(c1ccncc1)N(C(=O)Cc1cccs1)c1ccccc1 (stereo unspecified)	0.6	20.0	-6.6	-2.9	0.7	-3.6	-1.5	2.6	-3.9
CCN(CC)c1ncnc2scc(C3COc4ccccc4O3)c12 (stereo unspecified)	-1.8	-0.9	-9.2	-1.1	-1.0	-12.2	-0.5	-12.3	-2.7
O=S(=O)(Cc1ccccc1)c1ccccc1-c1nnc(-c2ccccc2)o1	-1.1	10.7	-0.9	-2.1	-1.0	-5.3	-2.5	-8.3	-0.6
CN(C)c1ccc(/C=C/c2cc[n+]([O-])cc2)cc1	20.0	15.6	8.3	6.4*	18.4	-4.4	2.1	0.3	nt
CCCCN(C(=O)NC(=O)Nc1ccccc1C)S(C)(=O)=O	2.5	12.2	-8.9	-3.9	2.9	2.7	-2.7	-1.3	-2.5

Rewritten with values under each structure: part of the list above.
Every second line gives: V1aR counter, PHOSPHO1 block, GPR7 antag, IMP-1 inhibitor, OXTR agonist, DNA FID counter, VIM-2 inhibitor, NS3 helicase inh, GalR3 antag
> COc1ccc2cc(C(=O)N(C)Cc3ccccc3)[nH]c2c1
→ 3.3, 42.2, -4.0, -0.1, 0.8, -17.5, -0.9, -5.9, -3.4
> Cc1ccc(CCNS(=O)(=O)c2cc(Br)cnc2N)cc1
→ -0.8, 52.6, -8.6, -2.7, -1.4, -12.9, -5.4, -4.9, -0.1
> CCC(C)NC(=O)CCc1c(C)nc2nc(-c3cc(OC)cc(OC)c3)nn2c1C (stereo unspecified)
→ -0.4, 9.9, 25.2, 1.4, -2.3, -6.2, 2.2, 6.4, -2.3
> COc1ccc(/C=N/OCC(=O)N(Cc2ccccc2)c2ccccc2C(=O)O)cc1
→ -0.1, 4.1, 1.2, -0.9, 0.2, -26.8, 1.1, 20.1, -4.6
> Cc1nn(CCC#N)c(N)c1C1(O)C(=O)Nc2c(Cl)cc(Cl)cc21 (stereo unspecified)
→ 0.3, 29.0, 1.0, -3.8, 0.3, -3.3, -2.4, 6.4, -4.0
> COc1cc(OC)c(C2=NOC(C(=O)NCCc3ccccc3)C2)cc1Cl (stereo unspecified)
→ 1.0, 7.1, 1.3, 3.5, 2.0, -19.6, -3.4, -3.8, -4.8

Bioassay records deposited in PubChem BioAssay by several laboratories.

Not a hit list. Share with any hit: about 4.3%.
